# Assay outcomes (PubChem)
# Cardiac RTF inh: cardiac RTF calcium sensitivity inhibitors, primary screen, biochemical, IANBD-TnC fluorescence, EC70 calcium | Troponin I, cardiac muscle (Homo sapiens) + Troponin T, cardiac muscle (Homo sapiens) + … | AID 493244, 2011 | IANBD-labeled cardiac RTF, Ca2+ fluorescence | inhibition, % at 7.15 µM | 340,000 compounds, 0.12% hits;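 active = inhibition above the mean inhibition of all tested compounds plus 3 SD, cut at about 17% in these data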;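 note: assay run at fixed EC70 calcium of 1.6 mM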
# Keap1-Nrf2 PPI: Keap1-Nrf2 protein-protein interaction inhibitors, primary screen, biochemical, fluorescence polarization, single point | Keap1 Kelch-Nrf2 peptide fluorescence polarization, 1536-well | inhibition, % at 9.4 µM | 340,000 compounds, 0.15% hits; in the data active = inhibition above about 12%; inconclusive = no clear call, values can overlap the other calls; inactive = below about 7.3%;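 note: human Keap1 Kelch domain with fluorescein labeled Nrf2 9mer peptide probe; 0% = neutral control wells and 100% = peptide positive control; higher means more block of Keap1 binding to Nrf2 peptide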
# PKA-R2B act: activators of PKA-R2B holoenzyme, primary screen, biochemical, fluorescence polarization, Cy5-IP20, human | cAMP-dependent protein kinase catalytic subunit beta (Homo sapiens) + cAMP-dependent … | PKA-R2B holoenzyme dissociation; R2B truncated from residue 108, S112A mutant; 0% DMSO only, 100% 113 µM cGMP | activation, % at 11.4 µM | 340,000 compounds, 0.079% hits;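 active = activation above a cutoff set at the mean over all compounds plus 3 SD, cut at about 18% in these data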;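 note: higher means more holoenzyme dissociation and a rise in polarization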
# Target sequence (P31323 whole entry, looked up, other chains not shown, the tested form may be a part): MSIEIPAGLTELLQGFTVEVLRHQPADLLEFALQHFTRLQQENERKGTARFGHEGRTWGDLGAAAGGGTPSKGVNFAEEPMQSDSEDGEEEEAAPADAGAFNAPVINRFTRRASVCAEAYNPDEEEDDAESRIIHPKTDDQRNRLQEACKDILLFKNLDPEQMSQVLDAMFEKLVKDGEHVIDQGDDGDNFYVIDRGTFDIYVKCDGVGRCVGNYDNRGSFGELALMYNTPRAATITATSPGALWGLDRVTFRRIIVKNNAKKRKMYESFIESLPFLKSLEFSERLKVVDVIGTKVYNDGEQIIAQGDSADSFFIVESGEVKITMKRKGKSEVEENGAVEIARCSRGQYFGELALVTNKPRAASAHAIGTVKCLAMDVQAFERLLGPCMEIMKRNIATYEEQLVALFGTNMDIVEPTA
# NSD2 HMT inh: NSD2 histone methyltransferase inhibitors, primary screen, biochemical, AlphaScreen, single concentration, set 2; 310,000 compounds, 0.54% hits; AID 743445, 2014; NSD2 peptide methylation, 120 min; inhibition, % at 12.5 µM; in the data active = inhibition above about 50%
# PvdQ inh: P. aeruginosa PvdQ acylase inhibitors, primary screen, biochemical, fluorescence, plate reader and imaging, single point. purified PvdQ acylase. inhibition, % at 10 µM. 340,000 compounds, 0.063% hits. AID 488965, 2010; in the data active = inhibition above about 30%, passing the limit was not always enough; inconclusive = no clear call, values can overlap the other calls;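 note: 0% = vehicle neutral wells and 100% = reference inhibitor wells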
# LANA DNA inh: inhibitors of KSHV C-LANA binding to DNA, primary screen, biochemical, fluorescence polarization, FAM-LBS DNA, MBP-C-LANA, single point | Kaposi's sarcoma herpesvirus LANA C-terminal domain (residues 932-1162) DNA binding | inhibition, % at 9 µM | 340,000 compounds, 0.078% hits | AID 504423, 2011;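 active = highest replicate inhibition at or above 60% at 9 µM, even if other replicates fall short; inactive = all replicates below 60% inhibition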;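 note: 0% = neutral control wells and 100% = 4 µM acridine orange control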
# DAGLB inhibitor: DAGLB lipase inhibitors, primary screen, biochemical, fluorescence, HTS; Diacylglycerol lipase-beta (Homo sapiens), Q8NCG7; HEK293T DAGLB membrane lysate, EnzChek fluorogenic substrate; inhibition, % at 5.17 µM; 340,000 compounds, 0.059% hits; AID 504411, 2011; in the data active = inhibition above about 34%;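 note: 0% = enzyme with vehicle and 100% = wells lacking enzyme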
# Target sequence (Q8NCG7 whole entry, looked up): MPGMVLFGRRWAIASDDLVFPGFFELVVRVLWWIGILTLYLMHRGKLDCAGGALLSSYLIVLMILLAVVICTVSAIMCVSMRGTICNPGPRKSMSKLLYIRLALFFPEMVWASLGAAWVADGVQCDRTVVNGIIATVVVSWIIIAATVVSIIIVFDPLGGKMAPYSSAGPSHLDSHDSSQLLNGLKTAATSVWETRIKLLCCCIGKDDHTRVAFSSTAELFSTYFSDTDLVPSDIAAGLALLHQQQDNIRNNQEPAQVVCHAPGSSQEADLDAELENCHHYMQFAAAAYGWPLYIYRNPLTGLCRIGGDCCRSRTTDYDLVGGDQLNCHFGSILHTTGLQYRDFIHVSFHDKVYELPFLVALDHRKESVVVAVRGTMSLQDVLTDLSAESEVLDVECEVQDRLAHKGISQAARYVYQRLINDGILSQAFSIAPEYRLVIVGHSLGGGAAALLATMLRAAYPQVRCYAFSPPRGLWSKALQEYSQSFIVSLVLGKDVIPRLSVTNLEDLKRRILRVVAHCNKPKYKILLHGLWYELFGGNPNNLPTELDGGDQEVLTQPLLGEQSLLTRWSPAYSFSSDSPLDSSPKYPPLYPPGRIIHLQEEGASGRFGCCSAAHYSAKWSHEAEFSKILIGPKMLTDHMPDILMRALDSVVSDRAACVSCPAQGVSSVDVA
# SR-BI HDL uptake: inhibitors of SR-BI mediated HDL lipid uptake, primary screen, ldlA[mSR-BI] cells, fluorescence, single point. Scavenger receptor class B member 1 (Mus musculus), Q61009. ldlA[mSR-BI] CHO cells, DiI-HDL uptake fluorescence, 3 h. inhibition, % at 12.5 µM. 320,000 compounds, 0.96% hits. AID 488896, 2010;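 active = mean replicate inhibition of at least 70% and a set share of replicates each scoring 70 or more; inconclusive = meets just one of the two criteria; inactive = fails both criteria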;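 note: 0% = median of neutral control wells and 100% = median of positive control wells; values of inactives mirror those of a sister screen read the other way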
# Arrestin-AP2 inh: inhibitors of beta-arrestin/AP2 binding, primary screen, biochemical, GPCR trafficking, flow cytometry; beta-arrestin 1 C-terminal peptide binding to AP2 beta2-adaptin appendage (human); FITC-arrestin peptide / GST-AP2 beads; AP2 beta2 appendage carries R879A mutation; inhibition, % at 10 µM; 340,000 compounds, 0.31% hits;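 active = inhibition above a set limit, near 3 SD of compounds lacking own fluorescence, cut at about 54% in these data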;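 note: plate controls were DMSO wells for no effect and 5 µM unlabelled arrestin peptide for full effect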
#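 System: GST-AP2 R879A glutathione beads; medium: PBS, Tween 20 0.05%, BSA 0.1%; reagent: fluorescein-tagged arrestin peptide at 50 nM final; schedule: pre-incubation 12 min, peptide binding 1 h, room temperature; detection: flow cytometry, FL1 (488/535 nm); read-out: inhibition as reduced fluorescein signal on beads, percent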
# SR-BI uptake up: activators of SR-BI mediated DiI-HDL uptake, primary screen, ldlA[mSR-BI] CHO cells, DiI fluorescence. 320,000 compounds, 0.096% hits. activation, % at 12.5 µM. 3 h; 100 = double the neutral-control signal. AID 504775, 2011;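 active = mean replicate activation of at least 60% and every replicate at or above 60%; inconclusive = mean or all-replicate condition met, but not both; inactive = mean below 60% and not all replicates reaching 60%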;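 note: 0% = median plate neutral-control signal and 100% = twice that signal; values of inactives mirror those of a sister screen read the other way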
#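 Assay system: CHO ldlA[mSR-BI] cells, LDL receptor-null, SR-BI overexpressing; medium: Ham's F12 with 0.5% BSA, HEPES 25 mM, pH 7.4; also added: DiI-HDL 10 µg/mL; timing: 3 h uptake period with compound, 37 °C; signal: DiI fluorescence, bottom read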
# * hit, by the source's call; ? = inconclusive; . = no result given. This is a random part of the collection; overall some 2.1% were active at least once.
# Preview:
item	Cardiac RTF inh	Keap1-Nrf2 PPI	PKA-R2B act	NSD2 HMT inh	PvdQ inh	LANA DNA inh	DAGLB inhibitor	SR-BI HDL uptake	Arrestin-AP2 inh	SR-BI uptake up	SMILES
1	-18	1	4	0	3	-0.9	4	-7	16	7	CCCCN(C)c1c(N2CCC(C(=O)OCC)CC2)c(=O)c1=O
2	-1	2	-4	0	-40	0.0	3	-15	34	15	Cc1cc(=O)oc2cc(NS(=O)(=O)c3ccccc3)ccc12
3	-4	-2	-1	-3	-10	-4.5	-1	17	-3	-17	C=CCN(C(=O)Nc1ccc(OC)cc1)c1nnc(-c2ccncc2)s1

# Results, repeating the preview:
item	Cardiac RTF inh	Keap1-Nrf2 PPI	PKA-R2B act	NSD2 HMT inh	PvdQ inh	LANA DNA inh	DAGLB inhibitor	SR-BI HDL uptake	Arrestin-AP2 inh	SR-BI uptake up	SMILES
1	-18	1	4	0	3	-0.9	4	-7	16	7	CCCCN(C)c1c(N2CCC(C(=O)OCC)CC2)c(=O)c1=O
2	-1	2	-4	0	-40	0.0	3	-15	34	15	Cc1cc(=O)oc2cc(NS(=O)(=O)c3ccccc3)ccc12
3	-4	-2	-1	-3	-10	-4.5	-1	17	-3	-17	C=CCN(C(=O)Nc1ccc(OC)cc1)c1nnc(-c2ccncc2)s1
4	-4	-1	-14	.	-11	0.8	-2	11	5	-11	CCOc1ccc2[nH]c3c(NCC(C)C)ncnc3c2c1
5	0	3	3	3	-13	1.3	2	12	11	-12	COc1cc(CN2CCN(Cc3ccc4cc(F)ccc4n3)CC2CCO)cc(OC)c1 (stereo not drawn)
6	-12	-1	-4	5	-1	0.1	1	-4	31	4	O=C(CN1C(=O)c2ccccc2S1(=O)=O)Nc1ncc([N+](=O)[O-])s1
7	-6	0	-5	0	-7	-0.4	-2	-3	8	3	CCN(C(=S)NCCOC)c1cccc2ccccc12
8	1	-1	-3	10	12	1.5	-1	-1	-3	1	COc1ccccc1CNC(=O)CN(Cc1ccc(Cl)cc1)S(C)(=O)=O
9	-13	-11	-1	.	-17	9.3	2	-3	0	3	Cc1ccc(CNC(=O)c2cccc3c2C(=O)c2ccc(N4CCOCC4)cc2S3(=O)=O)cc1
10	-6	-3	3	0	-7	-0.1	-1	13	5	-13	CC(Cl)C(=O)Nc1cc(C(F)(F)F)ccc1N1CCOCC1 (stereo not drawn)
11	-2	-3	8	.	-6	-1.3	-7	-26	18	26	COc1ccc([C@@H]2[C@@H]3C(=O)N(C(C)(C)C)C(=O)[C@@H]3[C@]3(Cc4ccccc4)C(=O)N(c4ccc(Br)cc4)C(=O)N23)cc1
12	-2	-1	-4	75*	-12	-0.4	-2	-2	-24	2	CCN(CC)C1CCN(c2nc3nonc3nc2NCCOC)C1 (stereo not drawn)
13	-11	0	-6	-7	-2	2.8	-4	-21	0	21	O=S(=O)(NCc1ccccn1)c1ccc(F)cc1
14	2	-1	0	1	-14	0.0	-2	-1	-3	1	O=C(OC1CCOC1=O)C1CCN(S(=O)(=O)c2c(Cl)cccc2Cl)CC1 (stereo not drawn)
15	-2	4	-1	-2	-7	-2.0	3	-25	1	25	Cc1cc(C)c(S(C)(=O)=O)c(N(C)N)n1
16	4	-5	-8	8	-14	-2.7	-2	7	0	-7	CCN(CC)C(=O)CSc1nnc(CNc2ccc(F)cc2)n1Cc1ccco1
17	-3	-2	3	-3	-14	-0.7	-1	-19	1	19	Nc1nc(COC(=O)C2CC(=O)N(Cc3ccccc3)C2)nc(Nc2ccccc2)n1 (stereo not drawn)
18	-5	-1	-7	-2	-10	1.1	3	-32	35	32	O=c1[nH]c2ccccc2nc1NCCN1CCOCC1
19	-20	-1	-2	4	2	1.0	2	-6	8	6	CCN(CC)C(=O)C(=O)c1cccn1-c1cccc(-n2cccc2C(=O)C(=O)N(CC)CC)c1C#N
20	-19	0	8	-3	-16	0.4	-1	16	-5	-16	FC(F)Sc1ccc(NC(=S)NCc2ccccc2)cc1
21	-4	4	-4	35	-3	-0.1	-2	-2	-13	2	CCc1ccc(-n2nc3cc(C)c(N)cc3n2)cc1
22	-10	5	0	-5	13	1.0	5	-2	4	2	COc1ccc(C(=O)NC(=S)NNC(=O)c2cnccn2)cc1OC
23	2	-2	5	-1	-7	-1.1	-2	-6	7	6	COc1ccc(NC(=O)CSc2nnnn2-c2ccc(F)cc2)cc1
24	-11	-1	1	12	-2	-1.7	14	49	13	-49	Cc1cccc(NC(=S)N/N=C/c2ccc([N+](=O)[O-])s2)c1
25	9	-2	-4	1	-6	-0.3	-32	10	2	-10	Clc1ccccc1CN(Cc1ccccc1)C(c1cccs1)c1nnnn1C1CCCC1 (stereo not drawn)
26	-8	-4	10	7	-2	1.3	1	47	29	-47	O=C(Oc1c(CN2CCOCC2)cc(Cl)c2cccnc12)c1cccs1
27	0	7	-5	-7	-8	15	0	.	-5	.	CCOCCCNC(=O)c1oc2ccc(S(=O)(=O)N3CCOCC3)cc2c1C
28	-5	-7	1	3	0	0.3	-2	46	0	-46	COC(=O)c1cc(OC)c(OC)cc1NC(=S)N1CCN(Cc2ccccc2)CC1
29	4	-2	-2	11	10	-1.3	0	7	2	-7	Cc1ccc(OCCCn2ccnc2)c(Br)c1
30	3	1	-5	-2	-5	0.8	0	-4	14	4	O=C(Cn1ccc2ccccc2c1=O)NCCC(=O)N1CCCCC1
31	-11	-3	-2	3	8	7.7	-1	-20	5	20	Cc1noc(/C=C/c2cccnc2)c1[N+](=O)[O-]
32	-5	-1	-18	0	-14	-0.8	-1	1	2	-1	Cc1ccc(NC(=O)CNC(=O)c2ccc(C)o2)cc1
33	-6	-7	-7	-3	-16	-3.7	1	9	-13	-9	O=C(CN1CCCC1)Nc1cccc(Cl)c1Cl
34	-1	-3	13	2	-7	0.1	-1	-1	-4	1	CCN(CC)C(=O)CSc1ncnc2c1cnn2Cc1ccccc1
35	7	-4	-12	2	-1	0.8	3	56	11	-56	CCN(CCCNC(=O)CNC(=O)c1nn(-c2ccc(OC)cc2)c(=O)c2ccccc12)c1cccc(C)c1
36	-2	-1	-3	1	2	-0.1	-11	-14	25	14	Cc1ccc(C)c(/C=N/NC(=S)NCCc2ccccc2)c1
37	-3	0	-1	-1	-15	0.9	0	1	-15	-1	CC(OC(=O)c1cccc(S(=O)(=O)N2CCCCCC2)c1)C(=O)Nc1ccc(S(N)(=O)=O)cc1 (stereo not drawn)
38	-10	-3	-8	-2	-8	0.8	2	5	25	-5	COc1ccc(N(CC(=O)NCCSCc2ccc(Cl)cc2)S(C)(=O)=O)cc1Cl
39	-1	1	10	-1	10	0.3	-1	19	21	-19	Cc1cccc(C)c1OCc1nnc(SCC(=O)Nc2nccs2)n1-c1ccccc1
40	-3	1	-6	3	9	-1.3	2	23	43	-23	O=C(CCN1C(=O)COc2ccccc21)NCCN1CCN(c2cccc(Cl)c2)CC1
41	-9	-5	3	39	-8	1.8	17	-3	-7	3	Cc1ccc(/C=C2\SC(=S)N(C(Cc3ccccc3)C(=O)O)C2=O)cc1 (stereo not drawn)
42	-5	-5	2	.	0	-1.2	4	12	8	-12	O=S(=O)(Nc1nc2ccccc2s1)c1cnc(Cl)c(Br)c1
43	-7	1	-2	-5	4	0.0	-1	-10	23	10	COc1ccc(N2CCN(Cc3oc(CO)cc(=O)c3O)CC2)cc1
44	6	-4	0	0	7	1.8	-1	-23	8	23	Fc1ccccc1-c1nc(NCCCN2CCOCC2)c2ccccc2n1
45	-9	1	-1	9	3	1.2	0	-28	-2	28	COCCn1c(C)nc2oc3ccc(Br)cc3c(=O)c2c1=O
46	4	-4	-12	7	8	-1.8	1	-10	9	10	Cc1ccc(-c2nnn(CCC(=O)N3CCCCC3C)n2)cc1 (stereo not drawn)
47	-6	-3	10	0	-6	-4.7	1	-4	-3	4	CCOC(=O)Cn1nnnc1CN(Cc1ccc(OC)cc1)Cc1cc2cc(C)ccc2[nH]c1=O
48	-10	2	3	-1	-7	-0.5	1	-4	20	4	CC1(C)Cc2cccc(OCC(=O)Nc3cccnc3)c2O1
49	2	3	-1	-1	-1	0.1	1	-34	16	34	O=C(O)c1ccccc1C(=O)Nc1cccc([N+](=O)[O-])c1
50	-7	2	-1	5	-8	-1.8	-2	6	2	-6	CCSc1ccc2nnc(-c3ccc(F)cc3)n2n1
51	2	6	-5	0	-6	0.1	2	21	4	-21	CC(=O)Nc1ccc(NC(=O)C(C)OC(=O)C2(c3ccc(F)cc3)CCCC2)cc1 (stereo not drawn)
52	-3	0	6	-2	-18	1.7	0	-1	-4	1	COc1cc(S(=O)(=O)NCCCn2ccnc2)ccc1Cl
53	-4	-7	-6	2	-1	0.8	-4	27	42	-27	CCOc1ccc(Br)cc1C(=O)N/N=C/c1c[nH]c2ccccc12
54	3	1	-7	0	-3	1.1	-2	24	19	-24	CCC(=O)N1CCN(c2ccccc2NC(=O)c2cccs2)CC1
55	-2	2	1	7	-14	0.4	1	5	9	-5	COc1ccc(NS(=O)(=O)c2cccc3nonc23)c(OC)c1
56	-1	-2	-6	-7	-18	-0.9	-2	-16	8	16	O=C(CCS(=O)(=O)Cc1ccccc1)NC1CCCCC1
57	3	1	-4	-2	-9	1.6	-1	5	8	-5	CCOC(=O)C(NC=O)(NC(C)(C)C)C(=O)OCC
58	-2	0	-4	3	4	-0.2	-5	45	31	-45	C=CCOC(=O)C(C#N)c1nc2ccccc2nc1N1CCN(Cc2ccc3c(c2)OCO3)CC1 (stereo not drawn)
59	-5	0	-2	2	-6	0.1	-1	-5	-11	5	Cc1c(OCC(=O)NCc2ccncc2)ccc2c3c(c(=O)oc12)CCC3
60	-6	0	-5	2	-10	0.5	-1	?	12	-71	COc1ccc(/C=N/Nc2nc(C)cc(-c3ccccc3)n2)cc1OC
